Bioassay records: PubChem BioAssay, several laboratories
bIAP act = increases bovine intestinal alkaline phosphatase activity; purified bovine IAP, CDP-star luminescence, 30 min; hits give high values; fold of DMSO-control signal, blank-subtracted; activation factor at 20 µM; 0.17% of 200,000 active; AID 1016;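 active means activation factor of 2 or more at 20 µM, a signal rise over negative controls twice the positive control's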
Lmaj promast = Leishmania major promastigote growth inhibition; inhibition, % at 10 µM; Leishmania major promastigotes, resazurin fluorescence viability; 9% of 200,000 active; in the data active means inhibition above about 50%;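 further: promastigotes grown with compound for 44 hours at 28 °C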
PPARg SRC-2 ag = agonists of SRC-2 recruitment by human PPARgamma. activation, % at 8 µM. PPARgamma LBD-SRC-2 recruitment, biochemical. 0.34% of 200,000 active. P37231; in the data active means activation above about 22%;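 further: 0% = vehicle and 100% = reference agonist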
TR-FRET SRC-2 ct = TR-FRET artefact, counter-screen to PPARgamma/SRC-2 agonist assay | TR-FRET ratio at 8 µM | 0.4% of 200,000 active | hits give high values | AID 1049; in the data active means TR-FRET ratio above about 2000; further: inactives centre near 1500
PPARg SRC3 recr = promotes SRC-3 coactivator recruitment by human PPARgamma; P37231; biochemical PPARgamma/SRC-3 coactivator recruitment assay; activation, % at 8 µM; 0.26% of 200,000 active; in the data active means activation above about 23%;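 further: 0% = DMSO and 100% = reference agonist; some compounds past the cut are filed as inactive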
ROMK primary = modulates human ROMK potassium channel activity; P48048; Tet-inducible ROMK, thallium flux fluorescence; actives lie on both sides; B-score at 10 µM; 2% of 130,000 active;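 active means signal ratio slope over the read window, or its plate-corrected B-score, at least 3 SD from the plate mean, either direction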;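 further: B-score of the F/F0 ratio slope over 7 to 12 s after thallium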
S1P3 antag = antagonists of human S1P3 receptor; Q99500; CHO S1P3 NFAT-BLA reporter, FRET fluorescence, antagonist mode; inhibition, % at 4.98 µM; 0.27% of 170,000 active;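 active means inhibition above the plate cutoff, the mean inhibition of test wells on that plate plus 3 SD, cut at about 28% in these data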;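 further: cells challenged with S1P at its EC80 of 0.8 µM; blue over green emission ratio from cleaved BLA substrate after 4 h stimulation; 0% = S1P-stimulated wells and 100% = unstimulated DMSO-only wells; some compounds past the cut are filed as inactive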
Redox H2O2 prof = compounds producing H2O2 with reducing agent – biochemical, NIH compound library profiling, artefact control for MLSCN library redox annotation, primary screen | DTT-dependent redox cycling H2O2, phenol red/HRP absorbance; 100% = 100 µM peroxide control, 0% = buffer | activation, % at 10 µM | 0.03% of 200,000 active;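 active means activation of at least 50% relative to the plate's high and low controls in the primary single-dose screen; inactive means activation below 50%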;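 further: compound incubated with DTT at 0.8 mM final as the reducing agent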
TLR4 MyD88 comp = TLR4-MyD88 interaction inhibition in cells. inhibition, % at 8.4 µM. HeLa CL3-4 TLR4/MyD88 BLA complementation, FRET ratio. 0.18% of 200,000 active; in the data active means inhibition above about 25%;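 further: 0% = vehicle and 100% = reference inhibitor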
Target sequence (O00206 whole entry, looked up): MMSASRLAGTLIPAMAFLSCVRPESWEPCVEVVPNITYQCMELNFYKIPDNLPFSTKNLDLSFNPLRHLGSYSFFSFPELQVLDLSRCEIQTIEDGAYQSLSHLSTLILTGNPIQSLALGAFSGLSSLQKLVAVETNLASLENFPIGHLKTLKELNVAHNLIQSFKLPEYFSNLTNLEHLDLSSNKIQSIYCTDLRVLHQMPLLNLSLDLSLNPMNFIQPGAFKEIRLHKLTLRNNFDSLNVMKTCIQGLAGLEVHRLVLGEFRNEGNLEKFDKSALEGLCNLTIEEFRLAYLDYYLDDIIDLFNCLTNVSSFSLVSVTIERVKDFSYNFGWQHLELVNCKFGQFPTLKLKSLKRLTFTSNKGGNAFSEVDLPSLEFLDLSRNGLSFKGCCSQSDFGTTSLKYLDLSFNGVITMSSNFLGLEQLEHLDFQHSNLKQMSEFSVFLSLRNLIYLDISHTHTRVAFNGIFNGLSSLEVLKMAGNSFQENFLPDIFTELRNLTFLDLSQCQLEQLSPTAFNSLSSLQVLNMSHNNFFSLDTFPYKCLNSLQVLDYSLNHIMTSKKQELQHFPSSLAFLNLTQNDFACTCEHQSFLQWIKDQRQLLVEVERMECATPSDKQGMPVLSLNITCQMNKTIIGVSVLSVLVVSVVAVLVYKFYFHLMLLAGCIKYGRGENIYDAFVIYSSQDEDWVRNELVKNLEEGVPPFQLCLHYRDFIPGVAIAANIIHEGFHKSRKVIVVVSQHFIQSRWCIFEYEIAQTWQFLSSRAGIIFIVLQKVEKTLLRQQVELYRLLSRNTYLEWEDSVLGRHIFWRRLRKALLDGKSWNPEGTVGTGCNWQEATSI
Target sequence (Q99836 whole entry, looked up): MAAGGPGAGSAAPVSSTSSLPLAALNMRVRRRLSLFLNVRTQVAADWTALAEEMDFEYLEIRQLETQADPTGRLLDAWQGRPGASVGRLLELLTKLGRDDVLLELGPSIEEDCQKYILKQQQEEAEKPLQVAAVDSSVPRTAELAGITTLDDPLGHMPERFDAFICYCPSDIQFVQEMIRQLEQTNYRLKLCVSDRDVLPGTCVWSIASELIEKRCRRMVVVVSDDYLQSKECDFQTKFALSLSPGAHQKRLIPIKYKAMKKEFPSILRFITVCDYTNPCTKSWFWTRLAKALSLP
bIAP inh = blocks bovine intestinal alkaline phosphatase activity. purified bovine IAP, CDP-star luminescence, 30 min. inhibition, % at 20 µM. 190,000 tested, under 10 active;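 active means over 50% inhibition of intestinal alkaline phosphatase at 20 µM in the single-dose screen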
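test system = bovine IAP enzyme | medium = DEA buffer 100 mM, pH 9.8, with MgCl2 1.0 mM, ZnCl2 0.02 mM | detection = luminescence | dosing = single compound dose of 20 µM, 2% DMSO final | incubation = 30 min reaction at room temperature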
PPARg SRC-1 ag = agonists of human PPARgamma SRC-1 coactivator recruitment; activation, % at 8 µM; P37231; 0.41% of 200,000 active; PPARgamma-SRC-1 coactivator recruitment biochemical assay; AID 631; in the data active means activation above about 19%;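 further: 0% = DMSO and 100% = reference agonist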
Active calls of the source: *.

Screening Cc1cc(C(=O)NCCN2CCCCC2C)n(-c2ccccc2)n1 (stereo not drawn) returned bIAP act 0.9, Lmaj promast 15, PPARg SRC-2 ag 4, TR-FRET SRC-2 ct 1462, PPARg SRC3 recr 0, S1P3 antag -8, Redox H2O2 prof -0.2, TLR4 MyD88 comp -2, bIAP inh 7 and PPARg SRC-1 ag -7.
COc1cccc(-c2cc(C(F)(F)F)nc(-n3cccn3)n2)c1 was read as bIAP act 1, Lmaj promast -1, PPARg SRC-2 ag 3, TR-FRET SRC-2 ct 1469, PPARg SRC3 recr 2, ROMK primary -0.065, Redox H2O2 prof 1.0, TLR4 MyD88 comp -2, bIAP inh 5 and PPARg SRC-1 ag 2.
Screening Cc1cccc(/C=C/c2nc3ccccc3c(=O)n2Cc2ccccc2)c1 returned bIAP act 1, Lmaj promast 22, PPARg SRC-2 ag 0, TR-FRET SRC-2 ct 1498, PPARg SRC3 recr -4, ROMK primary 1, S1P3 antag -1, Redox H2O2 prof 1.1, TLR4 MyD88 comp 3, bIAP inh 0 and PPARg SRC-1 ag -9.
COc1ccc(N(C)C(=S)Oc2ccc(C(=O)Nc3ccccc3)cc2)cc1 was read as bIAP act 1, Lmaj promast -5, PPARg SRC-2 ag -2, TR-FRET SRC-2 ct 1534, PPARg SRC3 recr -4, Redox H2O2 prof 1.9, TLR4 MyD88 comp 5, bIAP inh 1 and PPARg SRC-1 ag 6.
Clc1ccc(-n2nnnc2CN2CCCCC2)cc1Cl was read as bIAP act 0.9, Lmaj promast 0, PPARg SRC-2 ag -4, TR-FRET SRC-2 ct 1498, PPARg SRC3 recr -1, Redox H2O2 prof -0.6, TLR4 MyD88 comp -9, bIAP inh 8 and PPARg SRC-1 ag 1.
`Cc1ccc(-n2c(Cl)c(Cl)[nH]c(=O)c2=O)cc1` gave bIAP act 1, Lmaj promast 47, PPARg SRC-2 ag -6, TR-FRET SRC-2 ct 1466, PPARg SRC3 recr -2, ROMK primary 0.18, S1P3 antag 8, Redox H2O2 prof 0.4, TLR4 MyD88 comp 7, bIAP inh 2 and PPARg SRC-1 ag -5.
For COC(=O)CCc1nc2ccccc2[nH]c1=O the results were bIAP act 1, Lmaj promast -2, PPARg SRC-2 ag 6, TR-FRET SRC-2 ct 1719, PPARg SRC3 recr -7, Redox H2O2 prof 0.2, TLR4 MyD88 comp -1, bIAP inh 4 and PPARg SRC-1 ag 1.
`O=C(CSc1nc(O)cc(=O)[nH]1)Nc1ccc2c(c1)CCC2` gave bIAP act 1, Lmaj promast -3, PPARg SRC-2 ag 2, TR-FRET SRC-2 ct 1444, PPARg SRC3 recr 0, ROMK primary 0.38, S1P3 antag -2, Redox H2O2 prof 0.7, TLR4 MyD88 comp -14, bIAP inh 4 and PPARg SRC-1 ag -4.
Screening COc1ccccc1N1CCN(C(=O)CSc2nnc3c4ccccc4n(CC(=O)O)c3n2)CC1 returned bIAP act 1, Lmaj promast 1, PPARg SRC-2 ag -4, TR-FRET SRC-2 ct 1555, PPARg SRC3 recr 0, S1P3 antag 13, Redox H2O2 prof 0.1, TLR4 MyD88 comp -13, bIAP inh 1 and PPARg SRC-1 ag -3.
`CN(Cc1cnn(C)c1)S(=O)(=O)c1cccc([N+](=O)[O-])c1` gave bIAP act 0.9, Lmaj promast -1, PPARg SRC-2 ag -5, TR-FRET SRC-2 ct 1404, PPARg SRC3 recr -4, ROMK primary -0.1, S1P3 antag -10, Redox H2O2 prof -0.6, TLR4 MyD88 comp -12, bIAP inh 5 and PPARg SRC-1 ag -7.
N#CCc1nnc2n1-c1ccccc1CCC2 was read as bIAP act 1.1, Lmaj promast -5, PPARg SRC-2 ag -5, TR-FRET SRC-2 ct 1418, PPARg SRC3 recr -2, S1P3 antag -12, Redox H2O2 prof 2.0, TLR4 MyD88 comp 6, bIAP inh -6 and PPARg SRC-1 ag -4.
Screening O=C(Cn1nnc2ccccc2c1=O)NCCc1ccccc1 returned bIAP act 0.9, Lmaj promast -1, PPARg SRC-2 ag -2, TR-FRET SRC-2 ct 1591, PPARg SRC3 recr -4, S1P3 antag 0, Redox H2O2 prof 0.1, TLR4 MyD88 comp 4, bIAP inh 5 and PPARg SRC-1 ag 1.
N#CC1=C(N)OC2=C(C(=O)CCC2)C12C(=O)N1CCCc3cccc2c31 (stereo not drawn) was read as bIAP act 1, Lmaj promast 60*, PPARg SRC-2 ag -1, TR-FRET SRC-2 ct 1517, PPARg SRC3 recr 4, ROMK primary 0.61, Redox H2O2 prof 0.1, TLR4 MyD88 comp 6, bIAP inh -3 and PPARg SRC-1 ag 3.
`COCCCN(C(=S)Nc1c(C)cc(C)cc1C)C(C)c1ccncc1` (stereo not drawn) gave bIAP act 0.6, Lmaj promast 1, PPARg SRC-2 ag 4, TR-FRET SRC-2 ct 1469, PPARg SRC3 recr 3, ROMK primary 0.43, S1P3 antag -10, Redox H2O2 prof 0.0, TLR4 MyD88 comp -2, bIAP inh 36 and PPARg SRC-1 ag 1.
Nc1cc2c(cc1C(=O)c1ccccc1)OCCO2 was read as bIAP act 0.9, Lmaj promast -3, PPARg SRC-2 ag 5, TR-FRET SRC-2 ct 1779, PPARg SRC3 recr 8, Redox H2O2 prof 0.5, TLR4 MyD88 comp 1, bIAP inh 14 and PPARg SRC-1 ag 4.

The last 2 compounds of the section before lead into the next:
`COCCCN(C(=S)Nc1c(C)cc(C)cc1C)C(C)c1ccncc1` (stereo not drawn) gave bIAP act 0.6, Lmaj promast 1, PPARg SRC-2 ag 4, TR-FRET SRC-2 ct 1469, PPARg SRC3 recr 3, ROMK primary 0.43, S1P3 antag -10, Redox H2O2 prof 0.0, TLR4 MyD88 comp -2, bIAP inh 36 and PPARg SRC-1 ag 1.
Nc1cc2c(cc1C(=O)c1ccccc1)OCCO2 was read as bIAP act 0.9, Lmaj promast -3, PPARg SRC-2 ag 5, TR-FRET SRC-2 ct 1779, PPARg SRC3 recr 8, Redox H2O2 prof 0.5, TLR4 MyD88 comp 1, bIAP inh 14 and PPARg SRC-1 ag 4.
CN(C)S(=O)(=O)c1ccc(C(=O)Nc2nc3ccccc3[nH]2)cc1 was read as bIAP act 1, Lmaj promast 1, PPARg SRC-2 ag 4, TR-FRET SRC-2 ct 1674, PPARg SRC3 recr -1, ROMK primary -1.6, S1P3 antag -1, Redox H2O2 prof -2.5, TLR4 MyD88 comp -5, bIAP inh -1 and PPARg SRC-1 ag 3.
`CC(=O)Oc1ccc2c(=O)c(N3C(=O)c4ccccc4C3=O)c(C)oc2c1C` gave bIAP act 1.1, Lmaj promast -6, PPARg SRC-2 ag 1, TR-FRET SRC-2 ct 1655, PPARg SRC3 recr 1, ROMK primary -0.54, S1P3 antag 5, Redox H2O2 prof -0.9, TLR4 MyD88 comp -8, bIAP inh -10 and PPARg SRC-1 ag -2.
Screening O=[N+]([O-])c1ccc(/C=N/Nc2nc(NCc3ccccc3)nc(N3CCOCC3)n2)cc1 returned bIAP act 1, Lmaj promast 7, PPARg SRC-2 ag 6, TR-FRET SRC-2 ct 1673, PPARg SRC3 recr 1, ROMK primary 1.3, S1P3 antag -3, Redox H2O2 prof -0.1, TLR4 MyD88 comp -1, bIAP inh -4 and PPARg SRC-1 ag -4.
Screening CCN(Cc1ccncc1)C(=O)CCc1nnc(CCc2ccccc2OC)o1 returned bIAP act 1, Lmaj promast -7, PPARg SRC-2 ag 6, TR-FRET SRC-2 ct 1599, PPARg SRC3 recr -2, S1P3 antag 5, Redox H2O2 prof -0.9, TLR4 MyD88 comp -11, bIAP inh 1 and PPARg SRC-1 ag -1.
`O=C(NC(=S)Nc1ccccn1)c1cncc(Br)c1` gave bIAP act 0.9, Lmaj promast -4, PPARg SRC-2 ag 7, TR-FRET SRC-2 ct 1480, PPARg SRC3 recr 2, ROMK primary 0.75, S1P3 antag 13, Redox H2O2 prof -0.3, TLR4 MyD88 comp 0, bIAP inh 9 and PPARg SRC-1 ag 2.
Screening O=C(COC(=O)/C=C/c1cccs1)Nc1ccc2ccccc2c1 returned bIAP act 1.1, Lmaj promast -3, PPARg SRC-2 ag 8, TR-FRET SRC-2 ct 1629, PPARg SRC3 recr 2, ROMK primary 0.39, S1P3 antag 2, Redox H2O2 prof 1.0, TLR4 MyD88 comp 4, bIAP inh -11 and PPARg SRC-1 ag -2.
COC(=O)c1sc2nc(C)nc(SCC(=O)C(C)(C)C)c2c1C was read as bIAP act 1.8, Lmaj promast 13, PPARg SRC-2 ag 8, TR-FRET SRC-2 ct 1644, PPARg SRC3 recr 5, S1P3 antag 17, Redox H2O2 prof -0.6, TLR4 MyD88 comp -1, bIAP inh -84 and PPARg SRC-1 ag 10.
Screening COC(=O)COc1ccc(Oc2nc(SC)nc(N(C)C)n2)nn1 returned bIAP act 1, Lmaj promast -2, PPARg SRC-2 ag -4, TR-FRET SRC-2 ct 1544, PPARg SRC3 recr -3, ROMK primary 0.33, Redox H2O2 prof 1.2, TLR4 MyD88 comp 9, bIAP inh 2 and PPARg SRC-1 ag 10.
CCCCCC(=O)Nc1ccccc1N1CCOCC1 was read as bIAP act 0.9, Lmaj promast -8, PPARg SRC-2 ag -4, TR-FRET SRC-2 ct 1555, PPARg SRC3 recr -5, ROMK primary -0.2, S1P3 antag -1, Redox H2O2 prof -0.3, TLR4 MyD88 comp -4, bIAP inh 6 and PPARg SRC-1 ag 2.
`O=C1OCCC1Sc1nc2ccccc2c(=O)n1-c1ccc(F)cc1` (stereo not drawn) gave bIAP act 1.2, Lmaj promast -2, PPARg SRC-2 ag 5, TR-FRET SRC-2 ct 1596, PPARg SRC3 recr 0, ROMK primary -0.051, S1P3 antag -5, Redox H2O2 prof -1.8, TLR4 MyD88 comp -1, bIAP inh -17 and PPARg SRC-1 ag 1.
`COc1ccc(/C=N/NC(=O)c2ccc(COc3ccccc3Cl)o2)c(OC)c1C` gave bIAP act 1, Lmaj promast 56*, PPARg SRC-2 ag -8, TR-FRET SRC-2 ct 1484, PPARg SRC3 recr -3, ROMK primary -0.36, S1P3 antag 1, Redox H2O2 prof 0.2, TLR4 MyD88 comp 9, bIAP inh 0 and PPARg SRC-1 ag 0.
Screening O=S(=O)(N/N=C1\CC(c2ccccc2)Oc2ccccc21)c1ccccc1 (stereo not drawn) returned bIAP act 0.9, Lmaj promast 30, PPARg SRC-2 ag 6, TR-FRET SRC-2 ct 1418, PPARg SRC3 recr 1, Redox H2O2 prof 1.4, TLR4 MyD88 comp 20, bIAP inh 8 and PPARg SRC-1 ag -6.
For CC(=O)c1nn(-c2cccc(Br)c2)cc1C(=O)c1ccco1 the results were bIAP act 0.7, Lmaj promast 5, PPARg SRC-2 ag 2, TR-FRET SRC-2 ct 1579, PPARg SRC3 recr 6, ROMK primary 0.017, Redox H2O2 prof 3.8, TLR4 MyD88 comp -3, bIAP inh 26 and PPARg SRC-1 ag 6.
Screening COc1ccccc1C(=O)N/C(=C\c1ccc2c(c1)OCO2)C(=O)NCCc1nc2ccccc2[nH]1 returned bIAP act 0.3, Lmaj promast -1, PPARg SRC-2 ag -2, TR-FRET SRC-2 ct 1659, PPARg SRC3 recr 4, ROMK primary 0.71, S1P3 antag -5, Redox H2O2 prof -0.1, TLR4 MyD88 comp -1 and PPARg SRC-1 ag 1.
